Screening data from PubChem.
Furin inh: human furin inhibition; actives 0.061% (n = 220,000); inhibition, % at 30 µM; purified furin, fluorogenic substrate cleavage; in the data active = inhibition above about 25%; note: inactives centre near -15
p97 inhibitor: inhibitors of human p97 ATPase. actives 0.42% (n = 220,000). inhibition, % at 8 µM. AID 1481. P55072. recombinant p97 ATPase, Kinase-Glo ATP luminescence, 3 h; in the data active = inhibition above about 15%;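 note: 0% = DMSO vehicle and 100% = wells lacking enzyme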
EBV gp42 inh: EBV gp42 inhibition; Q1HVG2; Fluorescence polarization binding assay, mP read-out; inhibition, % (tested at 21.74 µM); actives 0.42% (n = 220,000); AID 1085; in the data active = inhibition above about 50%
Target sequence (Q1HVG2 whole entry, looked up): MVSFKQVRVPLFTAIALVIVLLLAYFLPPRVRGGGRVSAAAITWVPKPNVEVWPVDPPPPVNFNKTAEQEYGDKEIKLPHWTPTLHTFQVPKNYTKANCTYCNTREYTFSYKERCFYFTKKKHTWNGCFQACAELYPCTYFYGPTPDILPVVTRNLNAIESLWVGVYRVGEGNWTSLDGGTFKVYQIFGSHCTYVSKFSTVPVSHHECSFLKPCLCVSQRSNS
NCF1 inh: blocks human p47phox regulatory protein of NADPH oxidases | P14598 | AID 1274 | actives 0.53% (n = 220,000) | p47phox/p22phox peptide binding, fluorescence polarization, 2 h | inhibition, % at 24.7 µM;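 active = inhibition above about 30%, limit read from the data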;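 note: 0% = p47phox with labelled peptide and 100% = labelled peptide alone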
Target sequence (P14598 whole entry, looked up): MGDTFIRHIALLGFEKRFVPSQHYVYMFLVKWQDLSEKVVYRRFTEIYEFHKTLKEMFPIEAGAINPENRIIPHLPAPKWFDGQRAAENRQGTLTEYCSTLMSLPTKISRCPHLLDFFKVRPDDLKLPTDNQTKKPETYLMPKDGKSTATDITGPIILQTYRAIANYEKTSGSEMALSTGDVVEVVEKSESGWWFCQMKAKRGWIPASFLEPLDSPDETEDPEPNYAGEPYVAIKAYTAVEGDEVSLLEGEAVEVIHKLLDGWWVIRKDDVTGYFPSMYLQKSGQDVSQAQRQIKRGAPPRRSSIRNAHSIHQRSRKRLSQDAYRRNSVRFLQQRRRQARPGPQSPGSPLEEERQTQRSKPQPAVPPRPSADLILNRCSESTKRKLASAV
Runt-CBFb FRET: inhibitors of human RUNX1 Runt domain binding to CBFb; Q01196+Q13951; Cerulean-Runt/Venus-CBFb FRET ratio 530/480, 1 h; inhibition, % at 20 µM; actives 0.46% (n = 220,000); AID 1496;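 active = inhibition over about 50% at 20 µM in the single-dose screen, limit read from the data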;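 note: 0% = DMSO wells and 100% = excess unlabeled CBFb competitor control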
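Assay system: Cerulean-tagged RUNX1 Runt domain (FRET donor) fusion protein / Amount: 100 nM each of Venus-CBFb and Cerulean-Runt domain / Medium: Tris buffer pH 7.5 with salts and BSA / Also added: Venus-CBFb 100 nM / Schedule: 1 h complex formation plus 1 h compound treatment, room temperature / Signal: FRET fluorescence / Read-out: loss of energy transfer signal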
RBBP9 inh: blocks human serine hydrolase RBBP9 | actives 0.2% (n = 220,000) | recombinant RBBP9, FP-Rh probe fluorescence polarization | inhibition, % at 7.94 µM | O75884;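 active = inhibition above the campaign mean of all tested compounds plus 3 SD, cut at about 14% in these data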;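 note: plate controls were DMSO wells with RBBP9 for no effect and wells lacking RBBP9 protein for full effect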
Target sequence (O75884 whole entry, looked up): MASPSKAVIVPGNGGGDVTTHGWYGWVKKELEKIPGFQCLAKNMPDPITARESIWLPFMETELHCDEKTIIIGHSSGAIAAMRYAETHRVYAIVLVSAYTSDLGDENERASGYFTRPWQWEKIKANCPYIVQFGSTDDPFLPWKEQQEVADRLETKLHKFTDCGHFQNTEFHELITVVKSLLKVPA
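Controls: DMSO-treated enzyme wells and wells lacking RBBP9 | Material: RBBP9 protein | Technique: Fluorescence polarization | Replication: Single well per compound, no replicates | Buffer or medium: Tris-NaCl-Pluronic buffer, pH 8.0 | Timing: 30 min compound preincubation, 45 min probe labeling, 25 °C | Read-out basis: Percent inhibition from mP, scaled between DMSO and no-protein wells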
TbHK1 inh: T. brucei hexokinase 1 inhibition. recombinant TbHK1, G6PDH-coupled NADH A340. inhibition, % at 10 µM. actives 0.11% (n = 220,000);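 active = inhibition of 50% or more in the single-dose primary screen; inactive = inhibition below 50%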
m-calpain inh: inhibitors of pig calpain II. purified calpain II, fluorogenic peptide substrate, 30 min. actives 0.37% (n = 220,000). inhibition, % at 16 µM. AID 1236;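 active = inhibition above about 50%, limit read from the data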
Runt-SMMHC FRET: Runt domain-CBFb-SMMHC interaction inhibition. Cerulean-Runt/Venus-CBFb-SMMHC FRET ratio 530/480, 1 h. inhibition, % at 20 µM. actives 0.74% (n = 220,000). AID 1434;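 active = mean inhibition across duplicate retests at 20 µM reaching about 50%, limit read from the data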;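 note: 0% = DMSO wells and 100% = wells with excess untagged CBFb-SMMHC; inhibitors lower the FRET ratio by blocking Runt binding to CBFb-SMMHC; some results filed as inactive read as strong as hits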
Numbers without * were called inactive; i = inactive; · = not tested or not shown; [ ] = another dose, or the depositor's remark. Rows were taken by chance, and some 2.7% of all compounds hit somewhere here.

SMILES	Furin inh	p97 inhibitor	EBV gp42 inh	NCF1 inh	Runt-CBFb FRET	RBBP9 inh	TbHK1 inh	m-calpain inh	Runt-SMMHC FRET
CCOC(=O)/C=C(/C)N1N=C(c2ccc(OC)cc2)CC1c1cccc([N+](=O)[O-])c1 (stereo not drawn)	-6	5	1	-31	3	-9	16	-8	-8
CC(C)CN(C)C(=O)CCc1nnc(Cc2ccc(-c3ccccc3)cc2)o1	-8	-2	-13	-9	-3	-3	-9	13	-7
c1coc(-c2cc(C3CCNCC3)[nH]n2)c1	-14	0	-17	-4	0	-6	-7	-12	2
CCOC(=O)c1ccccc1NC(=O)CC(C)CC(=O)O (stereo not drawn)	0	2	-21	-2	0	4	10	-5	-2
C(=C\c1ccc2ccccc2n1)/c1ccccc1	-17	-9	-4	-2	1	5	-30	13	-3
COc1ccc(Cn2c(=O)[nH]c3cc(C(=O)NCc4ccc5c(c4)OCO5)ccc3c2=O)cc1	-20[20 µM]	5	-13	23	·	-4	-5	-20	·
CCCn1c(NCc2ccco2)nc2c1c(=O)n(C)c(=O)n2C	-23[20 µM]	3	-8	8	-1	-1	8	-41	-3
O=c1c2ccccc2ncn1-c1ccc(Cl)c(Cl)c1	-22[20 µM]	3	-16	-16	0	1	6	-9	-4
CC(C)(C)N(NC(=O)c1ccccc1)C(=O)c1cccc(C(=O)N(NC(=O)c2ccccc2)C(C)(C)C)c1	-1[20 µM]	-5	-22	-10	-4	-14	3	-12	0
COc1ccc(Cl)cc1S(=O)(=O)N1CCCC1	5[20 µM]	-6	3	-6	1	-7	-6	-29	2
Cc1cc(=O)n(CC(C)C)c(O)c1C#N	-21[20 µM]	4	-1	-20	-3	0	-6	-27	-4
Clc1ccc(Cn2cccn2)cn1	-27	4	-17	-14	-1	-14	-2	7	3
CCN(CC)P(=O)(Nc1cccc(C(F)(F)F)c1)c1ccc(N(C)C)cc1NC(=O)c1ccco1 (stereo not drawn)	-32	0	12	-15	-9	-10	-12	-60	-10
O=C(Nc1nnc(-c2ccccc2Cl)o1)c1cc2cc([N+](=O)[O-])ccc2s1	1	-4	68*	2	-2	-17	14	-38	-3
CC1(OC(=O)CCc2ccccc2)C(=O)C=C2C=C(c3ccc(C#N)cc3)N(c3ccccc3)C=C2C1=O (stereo not drawn)	-19	·	-4	-5	6	·	-20	-77	-6
COc1ccc(Cc2[nH]n3c(=O)cc(C)nc3c2-c2ccccc2)cc1	8	3	-1	-2	0	-7	-4	-45	1
Nc1nc(SCC(=O)Nc2ccccc2)[nH]c(=O)c1-c1ccccc1	-32[20 µM]	7	-23	-7	3	2	3	14	-5
CCCCCCC(=O)N1CCN(c2cc3c(cc2F)c(=O)c(C(=O)O)cn3CC)CC1	-17[20 µM]	2	·	·	·	-6	-15	·	·
CCN(CC)c1ccc(/C=C2\C(=O)N(c3ccc([N+](=O)[O-])cc3)N=C2N2CCOCC2)cc1	-16[20 µM]	1	·	·	·	-10	0	·	·
O=C(Nc1nc2ccc(F)cc2s1)C1CCN(S(=O)(=O)c2cc([N+](=O)[O-])ccc2Cl)CC1	-13	5	-23	3	3	-7	19	-101	3
Cc1ccc(S(=O)(=O)N2CCN(C(=O)c3cccs3)CC2)cc1	-7	3	9	-3	·	-2	-6	-19	·
O=C1c2cccc([N+](=O)[O-])c2C(=O)N1c1c[nH]c(=O)[nH]c1=O	-22	2	-4	8	1	0	-2	4	-9
Cc1nn(-c2ccccc2)c2sc(C(=O)OCc3nnc(-c4ccccc4)o3)cc12	-11[20 µM]	-4	-16	-58	-2	-4	-10	-72	-2
O=C(COC(=O)Cc1ccsc1)Nc1ccc(Cl)c(S(=O)(=O)N2CCOCC2)c1	-25	5	-11	2	0	-8	7	-13	-2
Cc1ccc(/C=N/N(C)C2=NS(=O)(=O)c3ccccc32)o1	-12	-1	13	-4	-4	2	-13	i	-1

5 entries out of the list, arranged by formula weight, smallest number first.
SMILES	Furin inh	p97 inhibitor	EBV gp42 inh	NCF1 inh	Runt-CBFb FRET	RBBP9 inh	TbHK1 inh	m-calpain inh	Runt-SMMHC FRET
CCCn1c(NCc2ccco2)nc2c1c(=O)n(C)c(=O)n2C	-23[20 µM]	3	-8	8	-1	-1	8	-41	-3
Nc1nc(SCC(=O)Nc2ccccc2)[nH]c(=O)c1-c1ccccc1	-32[20 µM]	7	-23	-7	3	2	3	14	-5
CC(C)CN(C)C(=O)CCc1nnc(Cc2ccc(-c3ccccc3)cc2)o1	-8	-2	-13	-9	-3	-3	-9	13	-7
O=C(Nc1nnc(-c2ccccc2Cl)o1)c1cc2cc([N+](=O)[O-])ccc2s1	1	-4	68*	2	-2	-17	14	-38	-3
O=C(Nc1nc2ccc(F)cc2s1)C1CCN(S(=O)(=O)c2cc([N+](=O)[O-])ccc2Cl)CC1	-13	5	-23	3	3	-7	19	-101	3

Carrying on:
SMILES	Furin inh	p97 inhibitor	EBV gp42 inh	NCF1 inh	Runt-CBFb FRET	RBBP9 inh	TbHK1 inh	m-calpain inh	Runt-SMMHC FRET
OCCN1CCN(CC(O)COCCOc2ccc(Br)cc2)CC1 (stereo not drawn)	-15	3	3	1	-2	2	3	-7	-5
CCN(CC)C(=O)C1CCCN(c2ccc([N+](=O)[O-])cc2[N+](=O)[O-])C1 (stereo not drawn)	6	-8	-14	4	-2	-5	-7	24	2
O=C(c1ccccc1SCc1ccccc1)N1CCOCC1	-21	3	-5	-2	-1	-3	-6	6	-3
CC1CCCN(C(=S)SCC(=O)O)C1 (stereo not drawn)	-23	5	-9	-1	2	-9	-4	-14	5
COc1ccccc1NC(=O)c1c(C)oc2c1CCCC2	-4[20 µM]	-2	-6	-4	-1	-4	3	-1	3
Cc1nnc(SC(C)C(=O)N2CCc3ccccc32)s1 (stereo not drawn)	-22[20 µM]	1	-12	-20	0	-7	2	-11	3
COc1cc2nc(C3CCC3)n(NC(=O)c3ccco3)c(=O)c2cc1OC	-31	4	-14	-12	·	-5	1	-32	·
S=c1[nH]cc(-c2ccccc2)n1-c1ccccc1	-12	2	-10	-2	·	-6	4	-6	-4
Cc1ccc(S(=O)(=O)c2cc(C#N)c(=O)[nH]c2N)cc1	-19[20 µM]	4	-33	-26	19	-3	-7	-55	107*
Cn1nc(C(F)(F)F)c(C#N)c1N1CCN(c2ccccc2F)CC1	-18[20 µM]	-6	-5	-9	0	-6	-2	4	2
COc1ccc(OC)c(-n2c(=S)[nH]c3c(sc(=S)n3-c3ccccc3C)c2=O)c1	-15	1	0	1	0	-2	-17	-28	3
O=C(NCc1cccnc1)c1ccc(S(=O)(=O)N2CCOCC2)cc1	-30	0	-15	8	0	-4	-1	-28	3
Cc1ccc(NC(=O)Cn2c(=O)n(CCC(=O)NC3CCN(Cc4ccccc4)CC3)c(=O)c3ccccc32)cc1	-20	3	-9	2	-2	-2	2	-17	1
COc1cc(/C=N/O)ccc1OCc1ccc(C(=O)O)cc1	-15	4	-21	0	1	-5	4	2	0
CCS(=O)(=O)N1CCC(C(=O)NCc2ccccc2OC)CC1	-13	-4	-6	-3	-3	-5	3	-4	5
CCOc1cc(NS(=O)(=O)c2ccc(NC(C)=O)cc2)c(OCC)cc1NC(=O)c1cccs1	-18	9	-3	-16	-2	-2	16	-12	-5
O=C(COc1cc(F)ccc1[N+](=O)[O-])NCCCc1ccccc1	-35	-2	-8	·	-1	-1	-5	-8	-4
Cc1[nH]n(-c2ccc([N+](=O)[O-])cc2)c(=O)c1C=NCCN1CCN(C(=O)c2ccccc2)CC1	7[20 µM]	-46	-9	-8	-1	-5	-51	12	-1
CC1CN(C(=S)c2cccc([N+](=O)[O-])c2)CC(C)O1 (stereo not drawn)	-10	-1	-3	14	12	-6	-1	28	-8
O=C(CCN1C(=O)c2ccccc2C1=O)NCc1ccncc1	8	4	-10	3	0	-1	-7	-13	-6
Cn1cnnc1SCC(=O)Nc1ccccc1F	-12	-5	10	7	-3	4	4	18	13
CCOC(=O)c1cc(NC(=O)c2ccc(OC)cc2)c(=O)oc1-c1ccccc1	-11	5	-30	-28	-7	-3	-2	-7	-5
CCc1ccccc1NC(=S)N=Nc1c(O)n(C)c2ccc(S(=O)(=O)N3CCOCC3)cc12	-11	1	3	-12	-3	4	1	-15	-10
CC(=O)Cc1nsc(NC(=O)c2c(-c3ccccc3Cl)noc2C)n1	-11[20 µM]	-8	-1	-7	0	-11	0	2	2
CCCC(=O)Nc1sc(Cc2ccccc2)c(C)c1C(N)=O	-8	-4	-1	-2	8	4	4	18	13

Next section:
SMILES	Furin inh	p97 inhibitor	EBV gp42 inh	NCF1 inh	Runt-CBFb FRET	RBBP9 inh	TbHK1 inh	m-calpain inh	Runt-SMMHC FRET
COc1ccc(-c2cc(C(F)(F)F)nc(SCC(=O)NCc3ccco3)n2)cc1OC	-6[20 µM]	2	-12	-10	-1	-2	-25	-197	-3
O=C(Cn1cc2c(n1)CCCC2)NCc1cccc(Cl)c1	-8	-6	-2	2	2	-1	5	-7	-4
O=C(CN1C(=O)CCC1=O)Nc1ccc(S(=O)(=O)N2CCOCC2)cc1	-28	5	-24	-1	·	0	-2	-35	1
CCC(Sc1nc2cc(OC)c(OC)cc2c(=O)n1CCc1ccc(S(N)(=O)=O)cc1)C(=O)NCCOC (stereo not drawn)	-24	2	-8	0	-1	-12	-5	-10	-2
CCOC(=O)c1ccc(NC2=CC(=O)C(=O)c3ccccc32)cc1	-22[20 µM]	-4	8	-75	-5	-5	-6	-57	-10
O=C(c1ccc(Cl)c(Cl)c1)N1CCOCC1	-28[20 µM]	-1	-6	-4	0	-10	-3	-7	4
O=C(O)COc1ccccc1/C=N/NC(=O)CSc1nc2ccccc2c(=O)n1-c1ccc(Cl)cc1	-17	-2	-7	-11	-3	-10	-7	-16	-4
O=C1c2ccccc2C(=O)C1c1ccnc2ccccc12	-22[20 µM]	2	-17	8	-21	-6	-3	-9	-82
CCCS(=O)(=O)c1c(S(=O)(=O)CCC)c2c(N)cccn2c1C(=O)OC	-23	0	-1	-11	1	-3	-12	-22	4
Cc1csc(SCC(=O)Nc2cccc3nsnc23)n1	-9[20 µM]	-5	-14	144*	5	-8	3	-45	9
O=C(NCCCCCCNC(=O)OC1CCS(=O)(=O)C1)OC1CCS(=O)(=O)C1 (stereo not drawn)	-15[20 µM]	3	-8	-10	3	-5	4	-62	12
Cc1ccc(CNC(=O)CCc2c(C)nc3c(c(C)nn3-c3ccc(C)cc3)c2C)cc1	-33	4	-11	1	0	-1	-14	-16	2
COc1ccc(-c2cc(C(F)(F)F)n3ncc(C(=O)Nc4c(C)n(C)n(-c5ccccc5)c4=O)c3n2)cc1	15	2	-20	-7	·	-8	-12	-26	·
COCCCNc1nc2nonc2nc1NCCSC	-3	8	-8	-5	-2	-3	-29	-8	0
CC(C)n1c(Nc2ccccc2)nc2ccccc21	-19[20 µM]	3	14	-9	1	5	-12	1	-2
COc1cccc(-n2c(C)c3c(OC)cccc(=O)c3c2C)c1	-16	8	3	7	4	4	-4	27	-9
CCCC(=O)NCCc1nc2ccccc2n1CC(=O)c1ccccc1	7	-6	-5	-10	0	-12	3	18	2
N#C/C(=C/c1ccc(N2CCCCCC2)o1)c1cccc(F)c1	-7[20 µM]	-2	-2	28	11	2	0	17	25
COC(=O)CNC(=O)C1CCN(c2nc(C)cc(C)n2)CC1	-10	0	-12	-4	2	-9	-4	-28	0
COc1ccc(N2CCN(C(=O)CCCCCn3c(=O)[nH]c4ccsc4c3=O)CC2)cc1	-10	6	-7	-11	1	10	6	15	-1
CCc1cccc(C)c1NC(=S)N1CCCCC1c1cccnc1 (stereo not drawn)	-24	2	-10	-10	0	-6	-10	-25	-2
